SIAH1 antagonists: blockers of Siah-1 interaction with plectin peptide – biochemical, fluorescence polarization, rhodamine-plectin, uHTS, primary screen (AID 1817). 290,000 tested, 0.02% active. Siah-1 / rhodamine-plectin peptide fluorescence polarization; higher % means a stronger effect. displacement, % at 20 µM, or IC50 in µM where a hit was titrated;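 active = displacement of at least 50% at 20 µM, with a fluorescence ratio check between 0.3 and a set limit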;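 also: plate controls were Siah plus tracer with DMSO for no effect and tracer alone without Siah for full effect; strong numbers were not always called active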
XIAP antagonists: XIAP antagonists, biochemical, IAP family, fluorescence polarization (AID 1018) | XIAP BIR domain, fluorescence polarization peptide displacement; higher % means a stronger effect | displacement, % at 20 µM, or IC50 in µM where a hit was titrated | 200,000 tested, 0.007% active; in the data active = displacement above about 50%; also: a part of the inactive calls stands beside numbers as strong as those of hits
AID2073: disruptors of CaV2.2 binding to Mint1 – biochemical, HTRF (AID 2073). HTRF protein-protein interaction, Mint1-CaV2.2; higher % means a stronger effect. inhibition, % at 20 µM; hits with a dose series show IC50 in µM. 290,000 tested, 0.19% active; in the data active = inhibition mostly above about 51%, no sharp cut-off; inconclusive = no clear call, values can overlap the other calls; inactive = mostly below about 53%; also: some results filed as inactive read as strong as hits
Dengue-2 NS5 capping: flavivirus cap methylation enzyme inhibition – biochemical, confirmation dose response, primary screen (AID 588689). inhibition, % at 25 µM, or IC50 in µM where a hit was titrated. Dengue-2 NS5 methyltransferase capping enzyme assay, biochemical; higher % means a stronger effect. 340,000 tested, 0.3% active; in the data active = a potency from the dose series; inconclusive = inhibition above about 29% without an active follow-up result
SV40 large T antigen: SV40 large T antigen inhibitors, biochemical (AID 1903); SV40 large T antigen ATPase/helicase inhibition assay; higher % means a stronger effect; inhibition, % at 20 µM, or IC50 in µM where a hit was titrated; 310,000 tested, 0.39% active; in the data active = a potency from the dose series; inconclusive = inhibition mostly from about 32% at the one dose, without a potency; inactive = the rest, 99 in 100 with inhibition below about 32%; also: strong numbers were not always called active
HIV peptide binding: inhibitors of HIV fusion peptide binding, primary screen, biochemical, uHTS, fluorescence dequenching (AID 1986) | cell-free peptide binding, fluorescence dequenching, 30 min; higher % means a stronger effect | inhibition, % at 20 µM; hits with a dose series show IC50 in µM | 290,000 tested, 0.3% active; in the data active = inhibition mostly above about 52%, no sharp cut-off; inactive = mostly below about 76%; also: some results filed as inactive read as strong as hits
MgcRacGAP inhibition: MgcRacGAP GTPase-activating activity inhibitors, confirmation, biochemical, ADP Hunter fluorescence. MgcRacGAP-stimulated Rac1 GTP hydrolysis, ADP Hunter fluorescence; higher % means a stronger effect; GST-tagged Rac1 F28L mutant substrate. inhibition, % at 30 µM; hits with a dose series show IC50 in µM. 340,000 tested, 0.6% active. AID 624330;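 active = first-screen hits whose inhibition reached a set limit at any dose in the follow-up dose series; inconclusive = inhibition above the set first-screen limit but never retested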;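 also: fluorescence reports GDP produced by GAP-driven GTP hydrolysis; strong numbers were not always called active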
LYP phosphatase: PTPN22 lymphoid phosphatase activity blockers – biochemical, fluorescence intensity, uHTS (AID 1779) | recombinant LYP phosphatase, fluorescence intensity; higher % means a stronger effect | 290,000 tested, 0.054% active | inhibition, % at 11.5 µM, or IC50 in µM where a hit was titrated; in the data active = inhibition above about 50%;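 also: plate controls were vehicle with enzyme for no effect and no enzyme for full effect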
RSV CPE inhibition: inhibition of RSV-induced cytopathic effect – HEp-2 cells, primary 10 µM value included (AID 2391) | HEp-2 cells, RSV-induced CPE inhibition; higher % means a stronger effect | CPE inhibition, % at 10 µM, or IC50 in µM where a hit was titrated | 310,000 tested, 0.13% active; in the data active = a potency from the dose series; inconclusive = CPE inhibition mostly from about 23% at the one dose, without a potency; inactive = the rest, 99 in 100 with CPE inhibition below about 21%; also: strong numbers were not always called active
Dengue-2 NS5 capping pilot replicate: also measured in Dengue-2 NS5 capping; calls as there; inhibition, %; measured here: pilot screen replicate inhibition
Starred values were filed as active, the others as inactive; u = inconclusive; x = no result given.

The first 4 compounds, ahead of the listing:
SMILES	SIAH1 antagonists	XIAP antagonists	AID2073	Dengue-2 NS5 capping	SV40 large T antigen	HIV peptide binding	MgcRacGAP inhibition	LYP phosphatase	RSV CPE inhibition	others
CCOC(=O)c1c(C2CCN(C(=O)OCC)CC2)nc2ccccn12	2%	0.7%	-6%	-1%	-4%	2.4%	1%	0%	3.5%
CCN(CC)C(=O)NC(c1ccc(C)c(F)c1)C(Cl)(Cl)Cl (stereo not drawn)	5%	-11%	5%	-1%	6%	2.2%	4%	4%	2.8%
CCOc1ccc(NC(=O)N[C@@H](Cc2ccccc2)C(=O)O)cc1	0%	x	-9%	1%	6%	0.5%	11%	-5%	3.5%
CCN(CC)C(=O)c1cc2c(=O)oc3ccccc3c2s1	1%	-14%	12%	-11%	8%	-2.9%	7%	-3%	-0.1%

Main list, from the first entry:
SMILES	SIAH1 antagonists	XIAP antagonists	AID2073	Dengue-2 NS5 capping	SV40 large T antigen	HIV peptide binding	MgcRacGAP inhibition	LYP phosphatase	RSV CPE inhibition	others
CCOC(=O)c1c(C2CCN(C(=O)OCC)CC2)nc2ccccn12	2%	0.7%	-6%	-1%	-4%	2.4%	1%	0%	3.5%
CCN(CC)C(=O)NC(c1ccc(C)c(F)c1)C(Cl)(Cl)Cl (stereo not drawn)	5%	-11%	5%	-1%	6%	2.2%	4%	4%	2.8%
CCOc1ccc(NC(=O)N[C@@H](Cc2ccccc2)C(=O)O)cc1	0%	x	-9%	1%	6%	0.5%	11%	-5%	3.5%
CCN(CC)C(=O)c1cc2c(=O)oc3ccccc3c2s1	1%	-14%	12%	-11%	8%	-2.9%	7%	-3%	-0.1%
CCCCSC1=C(C#N)C(c2ccccc2C)CC(=O)N1 (stereo not drawn)	1%	-2.5%	-4%	1%	5%	1.7%	-4%	-4%	-0.6%
CCS(=O)(=O)NCc1cn2c(C)csc2n1	0%	-4.3%	-15%	2%	-2%	2.9%	9%	-1%	0.3%
CCCCNC(=O)c1onc(CSc2ccc(C)c(C)c2)c1C(=O)O	-1%	-7.4%	3%	3%	6%	-0.2%	8%	-9%	3.8%
Cc1n[nH]c(C)c1C(=O)CC1(O)C(=O)N(CCc2ccccc2)c2ccc(Br)cc21 (stereo not drawn)	1%	-4.8%	3%	-6%	13%	-2.3%	6%	0%	1.1%
CC(=O)c1ccc(NC(=O)c2cccc(NC(=O)c3ccccc3)c2)cc1	26%	x	19%	-8%	2%	17%	-1%	-11%	3.2%
CC(=O)c1ccc2c(c1)c1ccccc1n2CC(C)C	1%	-13%	15%	-9%	-6%	0.4%	6%	-1%	6.6%
COc1ccc(CCN(C(=O)/C=C/C(=O)O)C2CC(=O)N(c3ccccc3)C2=O)cc1 (stereo not drawn)	0%	-6.3%	-23%	x	x	-0.4%	x	-7%	0.1%
COCCn1c(C)cc(C(=O)COC(=O)c2ccc3ncsc3c2)c1C	0%	-4.4%	2%	-7%	13%	-1.0%	7%	-3%	0.6%
CCN(CC)C(=O)c1ccc(N)cc1	-3%	-13%	0%	-6%	15%	0.2%	-14%	-3%	1.2%
COC(=O)c1ccc(-c2noc(CN(Cc3ccccn3)CC3CCCO3)n2)cc1 (stereo not drawn)	-4%	-6.3%	6%	-4%	1%	0.6%	10%	-2%	1.3%
C=CCn1c(SCC(=O)c2cccs2)nc2sc(C)cc2c1=O	0%	-9.9%	-2%	2%	0%	-1.0%	7%	-2%	1.6%
Cc1cc(O)c(NC(=O)c2ccc(Br)o2)cc1C	-6%	-5.0%	-7%	7%	10%	-1.8%	3%	-1%	1.1%	Dengue-2 NS5 capping pilot replicate=1.1
O=c1c2cc(NC(=S)NCc3cccnc3)ccc2nc2n1CCCCC2	-7%	-5.5%	-1%	-3%	1%	-1.6%	4%	-4%	1.7%
CC1CN(C(=O)Cn2cc(S(=O)(=O)CC(=O)N3CCOCC3)c3ccccc32)CC(C)O1 (stereo not drawn)	-2%	x	9%	-1%	12%	2.6%	8%	-4%	1.3%
N#Cc1cnc(Nc2ccc(F)cc2)nc1N	15%	x	5%	0%	7%	1.9%	8%	-2%	18%
COc1ccccc1Nc1nc(-c2cccnc2)cs1	-2%	x	15%	4%	6%	-2.4%	11%	-5%	7.7%
CCN(CC)CCNc1nc(-c2ccc(OC)cc2)c(-c2ccc(OC)cc2)s1	-2%	x	-3%	-1%	23%	1.5%	9%	-3%	-3.8%
COc1ccc(C)cc1S(=O)(=O)Nc1cccnc1	-1%	-6.7%	-2%	-9%	7%	-1.7%	7%	-5%	-0.1%
O=C(NC(=S)NCCc1ccccn1)c1ccco1	-1%	-4.6%	-6%	-2%	6%	-0.4%	-4%	-1%	1.9%
Cc1nn(C)cc1CNC(=O)c1cnn2c1NC(c1ccc(Br)cc1)CC2C(F)(F)F (stereo not drawn)	2%	-5.2%	7%	-3%	-5%	-1.8%	-1%	-5%	4.2%
CC(Cn1nnc2ccccc21)C(=O)O (stereo not drawn)	19%	-4.5%	-23%	11%	-3%	1.5%	4%	-8%	-1.1%
Next records.
SMILES	SIAH1 antagonists	XIAP antagonists	AID2073	Dengue-2 NS5 capping	SV40 large T antigen	HIV peptide binding	MgcRacGAP inhibition	LYP phosphatase	RSV CPE inhibition	others
COc1ccc(-c2[nH]ncc2CN(C)C(C)c2cccs2)c(F)c1 (stereo not drawn)	40%	-4.7%	3%	-4%	8%	-1.1%	2%	2%	2.7%
Clc1ncccc1-c1nc2ccccc2s1	20%	-7.7%	4%	1%	7%	1.0%	11%	-6%	5.4%
Cc1cc(NC(=O)Cn2nc([N+](=O)[O-])c(Br)c2C)no1	-2%	-6.7%	-4%	-9%	6%	-1.9%	8%	-5%	-0.1%
CCOc1ccc(C(C)=O)cc1Cn1c(=O)oc2ccccc21	0%	x	13%	-2%	-1%	0.2%	7%	-4%	9.3%
O=S(=O)(c1ccc(-c2cn3ccccc3n2)cc1)N1CCOCC1	2%	-2.2%	36%	1%	13%	-0.6%	10%	-15%	11%	Dengue-2 NS5 capping pilot replicate=-3.4
Cn1c(S(=O)(=O)Cc2ccc(Cl)cc2)nc2ccccc21	0%	-7.3%	-11%	-5%	6%	-1.6%	1%	-4%	0.7%
CCc1cc(SC#N)cc(CC)c1NC(=O)CCl	-1%	-3.0%	-44%	-7%	u	3.6%	30%	4%	4.5%
COc1ccccc1C(=O)CC(=O)c1ccccc1	-4%	x	10%	-5%	-9%	-1.9%	8%	-1%	-0.1%
CN1CCC(N(C)CC(O)c2ccccc2)CC1 (stereo not drawn)	5%	-2.7%	-9%	1%	4%	1.1%	29%	-4%	-0.5%
Cc1ccc(-c2csc(N3CCN(S(=O)(=O)c4ccc5c(c4)NC(=O)CO5)CC3)n2)cc1	3%	x	18%	-8%	2%	0.1%	-3%	-2%	-1.0%
NNC(=O)CNc1cccc(Cl)c1	0%	-7.5%	-3%	-11%	7%	-0.8%	-2%	-12%	0.2%
CCCCNC(=O)c1cccc(C(=O)NCCCC)c1	2%	0.3%	-1%	-6%	-3%	-3.6%	7%	-7%	0.9%
CCN=C1SC(CC(=O)Nc2sc3c(c2C#N)CCCC3)C(=O)N1CC (stereo not drawn)	-2%	-9.0%	4%	-3%	7%	1.5%	15%	6%	2.8%
CN(CCO)C1=NS(=O)(=O)c2cc([N+](=O)[O-])ccc21	-6%	1.1%	0%	-11%	-1%	2.3%	-6%	-5%	-1.3%
COc1ccccc1NC(=O)N1CCn2c(nc3ccccc32)C1	0%	-2.7%	-9%	-7%	7%	8.7%	2%	-4%	x
CS(=O)(=O)N(CC(=O)NCc1ccc2c(c1)OCO2)c1ccc(Cl)cc1	5%	-0.3%	-9%	3%	0%	-0.7%	13%	-3%	0.3%
Cc1ccc(S(=O)(=O)NC(=O)Nc2ccc(F)c(F)c2)cc1	-6%	x	-4%	-2%	8%	0.1%	8%	-10%	-0.5%
NC1=NC(c2ccccc2C(F)(F)F)N(c2ccc(F)c(Cl)c2)C(N)=N1 (stereo not drawn)	10%	x	6%	-5%	3%	0.6%	7%	-2%	0.9%
Cn1nc(C(C)(C)C)c([N+](=O)[O-])c1C(=O)Nc1ccccc1	-3%	-2.5%	27%	-3%	11%	-1.4%	5%	-8%	10%
NC(=O)c1ccc(CSc2nc3ccccc3s2)cc1	2%	x	-1%	-10%	-6%	1.1%	2%	-1%	7.0%
CN1CCN(c2ccc([N+](=O)[O-])cc2/C=N/NC(=O)c2ccc(F)cc2)CC1	-4%	-5.3%	-4%	7%	25%	-1.0%	11%	-3%	x
Cc1cc(NC(=O)CSc2nnc3c4c(C)c(C)sc4ncn23)no1	0%	-2.9%	2%	3%	4%	-1.7%	7%	-6%	0.7%
CC(C)Oc1cccc(C(=O)NC2=NCCS2)c1	3%	-6.5%	-13%	-2%	2%	-3.1%	7%	-4%	2.1%
C#CCOCCOCCOCCNc1nc(N2CCN(C(=O)[C@H]([C@@H](C)O)n3cc(CCCCN)nn3)CC2)nc(N2CCN(C(=O)[C@H](C)n3cc(CCCN=C(N)N)nn3)CC2)n1	-4%	-25%	-11%	-5%	6%	-0.2%	6%	0%	-0.4%
NC(=O)C1CCN(c2nc(-c3ccc(Br)cc3)cs2)CC1	-5%	-8.8%	-14%	5%	15%	-2.4%	1%	-6%	1.9%
Additional records.
SMILES	SIAH1 antagonists	XIAP antagonists	AID2073	Dengue-2 NS5 capping	SV40 large T antigen	HIV peptide binding	MgcRacGAP inhibition	LYP phosphatase	RSV CPE inhibition	others
CC1(C)CN(c2ccc(Br)cc2Br)C1=O	0%	-7.6%	8%	4%	-1%	-1.5%	9%	-3%	-0.7%
Cc1ccccc1CSCc1ccc(C(=O)NCCCN2CCOCC2)o1	7%	-5.1%	8%	-9%	16%	2.9%	3%	-5%	-1.2%
CCOC(=O)N1CCN(C(=O)c2ccc(N(C)S(C)(=O)=O)cc2)CC1	1%	-3.4%	2%	2%	1%	1.7%	7%	-7%	1.2%
O=C(O)c1cc(Cl)c2c(c1)[C@@H]1C=CC[C@@H]1[C@H](c1ccc(S(=O)(=O)N3CCOCC3)cc1)N2	1%	0.3%	34%	u	32%	41%	18%	2%	0.3%
Cc1nnc(NC(=O)c2ccccc2Oc2ccccc2)s1	2%	-2.5%	-8%	1%	1%	-0.7%	0%	-6%	-1.4%
CCCOc1ccc(C(O)(CCC)CCN2CCCCC2)cc1 (stereo not drawn)	5%	-4.3%	2%	-6%	9%	-0.1%	11%	3%	0.5%
FC(F)(F)c1nc(N2CCN(c3ccccc3)CC2)nc2c1CCCCC2	8%	-4.2%	2%	-11%	2%	1.3%	8%	3%	12%
O=C(O)Cn1cc(CN2CCOCC2)c2ccccc21	0%	x	9%	x	5%	4.4%	15%	-10%	1.7%
Nc1cc(=O)[nH]c(=O)n1CCc1ccccc1	3%	x	10%	-2%	1%	-0.4%	10%	-10%	1.3%
COc1ccccc1-c1cn(S(=O)(=O)c2ccc(C)cc2)nc1N	3%	-4.5%	2%	-5%	13%	-2.1%	2%	-3%	1.1%
O=C(O)CCc1nnc(SCC(=O)Nc2cccc(C(F)(F)F)c2)[nH]c1=O	1%	-7.0%	-2%	3%	13%	8.9%	13%	4%	1.0%
NC(=O)c1ccsc1NC(=O)c1ccc(S(=O)(=O)N2CCCCC2)cc1	2%	-2.7%	3%	1%	11%	0.1%	4%	3%	1.7%
